Source: PubChem (National Center for Advancing Translational Sciences (NCATS))
Chronic BCR inh: qHTS Assay to Find Inhibitors of Chronic Active B-Cell Receptor Signaling | ABC-DLBCL IkBa-CBG/CBR reporter, luminescence ratio, 4 h | Potency, µM (titrated, usually from 46.1 µM), inactives show at the top dose ratio change, negative = lower green/red ratio, actives largely listed as inhibitors | 340,000 tested, 0.05% active | AID 493014, 2011; active = well fitted inhibition curve with a large enough effect in the signal ratio, with a control signal flat, not every such curve was filed as active; inconclusive = small, poorly fitted or top-dose-only effect, or effect the other way, or a change in a side signal; the % refers to the signal ratio;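 also: potency is read from the fitted curve at half-maximal effect; plate controls were basal doxycycline-induced cells for no effect and cells given 10 µM MG132 for full effect; MG132 reads +100%, hits lower the ratio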
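Doxycycline induced both beetle luciferases in TMD8 lymphoma cells; IKK-driven degradation limits the IkappaBalpha-fused green signal, while red luminescence normalises for cell number and nonspecific effects. Compounds tested up to 46 uM, 4 hrs.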
PTAP TSG101 blk: qHTS Assay for Iinhibitors of HIV-1 Budding by Blocking the Interaction of PTAP/TSG101; Tumor susceptibility gene 101 protein (Homo sapiens), Q99816; Fluorescence polarization, FITC-PTAP peptide / Tsg101 binding; Potency, µM (highest dose often 115 µM), without a hit: at the highest dose activity change, negative = inhibition, actives largely listed as inhibitors; 340,000 tested, under 10 active; AID 493005, 2010; active = well fitted inhibition curve with a large enough effect in the main read-out, with a control signal flat, not every such curve was filed as active; inconclusive = small, poorly fitted or top-dose-only effect, or effect the other way, or a change in a side signal; inactive = no such curve, though single readings can be large or run the other way; also: potency is read from the fitted curve at half-maximal effect; % of control where 0% means no effect
Target sequence (Q99816 whole entry, looked up): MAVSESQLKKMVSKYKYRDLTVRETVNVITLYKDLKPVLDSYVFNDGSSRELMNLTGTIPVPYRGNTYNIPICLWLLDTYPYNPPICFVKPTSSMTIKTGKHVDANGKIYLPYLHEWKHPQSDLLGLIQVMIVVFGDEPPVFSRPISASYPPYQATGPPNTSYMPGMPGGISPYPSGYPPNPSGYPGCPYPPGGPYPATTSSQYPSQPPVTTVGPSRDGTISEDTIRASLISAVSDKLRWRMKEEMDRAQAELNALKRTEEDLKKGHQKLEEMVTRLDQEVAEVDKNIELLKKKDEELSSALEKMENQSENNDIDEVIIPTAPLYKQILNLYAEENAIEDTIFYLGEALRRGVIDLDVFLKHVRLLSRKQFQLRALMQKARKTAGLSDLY
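Steps: Tsg101 binding domain dispensed (10 uM final), compounds pinned in DMSO, FITC-labeled PTAP-motif peptide added (50 nM final); after 20 min binding at room temperature, polarization measured.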
Tb PFK inh: qHTS Assay to Find Inhibitors of T. brucei phosphofructokinase; T. brucei PFK, ADP-Glo luminescence; Potency, µM (doses to about 57.5 µM), for inactives: at the highest dose activity, negative = inhibition, most hits filed as inhibitors; 330,000 tested, 0.17% active;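 also: potency is read from the fitted curve at half-maximal effect; 0% = uninhibited 1x PFK enzyme wells and -100% = no-enzyme wells; nearly all actives have a fitted effect of over 60% in size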
Target sequence (O15648 whole entry, looked up): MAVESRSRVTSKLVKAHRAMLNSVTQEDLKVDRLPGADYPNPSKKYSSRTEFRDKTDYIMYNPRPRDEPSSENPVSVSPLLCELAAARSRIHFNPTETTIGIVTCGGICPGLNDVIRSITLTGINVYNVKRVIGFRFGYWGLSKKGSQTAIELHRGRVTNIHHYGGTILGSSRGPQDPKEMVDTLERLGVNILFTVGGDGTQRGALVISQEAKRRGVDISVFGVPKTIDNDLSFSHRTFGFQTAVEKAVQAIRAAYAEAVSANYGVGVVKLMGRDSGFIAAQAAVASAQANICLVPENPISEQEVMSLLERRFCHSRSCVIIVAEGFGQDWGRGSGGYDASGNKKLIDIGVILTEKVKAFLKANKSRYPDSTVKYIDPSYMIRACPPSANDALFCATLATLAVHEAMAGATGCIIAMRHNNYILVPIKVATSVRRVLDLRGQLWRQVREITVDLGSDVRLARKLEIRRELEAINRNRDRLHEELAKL
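ADP-Glo luminescence quantified ADP after 45 min at room temperature, with 1.25 nM T. brucei PFK, 0.1 mM ATP and 0.5 mM fructose-6-phosphate in pH 8.0 TEA buffer. qHTS titrations up to 57 µM; curves classified by quality.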
Mito fusion yeast: qHTS Assay for Small Molecule Inhibitors of Mitochondrial Division or Activators of Mitochondrial Fusion; S. cerevisiae fusion-defective mutant growth rescue, CellTiterGlo 48 h; Potency, µM (titrated, usually from 46.1 µM), for inactives: top-dose growth rescue (activation), actives largely listed as activators; 320,000 tested, 0.23% active;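 also: potency is read from the fitted curve at half-maximal effect; % of control where 0% means no effect; nearly all actives have a fitted effect of over 45% in size; temperature-sensitive fusion mutants such as fzo1-1 at 37 °C on non-fermentable ethanol glycerol medium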
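Compounds are tested for their ability to restore growth of mitochondrial fusion-defective yeast strains at non-permissive 37C in YPEG medium over 48 hours. Viability is quantified by luciferase luminescence.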
S-ASM inh: Inhibitors of Secretory Acid Sphingomyelinase (S-ASM): qHTS | Potency, µM (top dose mostly 57.5 µM), without a hit: at the top dose activity change, negative = inhibition, hits mostly inhibitors | placental ASM, HMU-PC fluorogenic substrate, 60 min | 340,000 tested, 0.006% active; also: potency is read from the fitted curve at half-maximal effect
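Fluorescence read-out (Ex 386 nm, Em 447 nm) after stopping the reaction at pH 10. Enzyme: ASM from human placenta; substrate HMU-PC0, 9 uM final; 60 min, 37 °C. Compound preincubation 10 min, ambient temperature.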
TSHR antag: Antagonists of the Thyroid Stimulating Hormone Receptor: HTS campaign; TSHR-expressing cells, TSH-stimulated cAMP HTRF, 2 h; stronger effect = lower value; activity change, negative = inhibition, % at 11.5 µM; 330,000 tested, 0.2% active;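 active = activity change below a set negative limit, meaning inhibition stronger than a set level, cut at about -70% in these data; inconclusive = activity change between two set negative limits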; also: % is scaled to controls: 0 for no effect and ±100 for the full control effect
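Cell-based HTRF cAMP assay; TSHR cells + compound, TSH EC80 (4nM final), 2 h, 37 deg C. Lysis with anti-cAMP cryptate and cAMP-d2, 30 min RT, read 665/620 nm.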
Eya2 inh: qHTS Assay for Inhibitors of the Phosphatase Activity of Eya2; Protein phosphatase EYA2 (Homo sapiens), O00167; recombinant Eya2, OMFP fluorescence dephosphorylation (OMFP is methylfluorescein phosphate); Potency, µM (doses to about 76.9 µM), for the others: at the top dose activity, negative = inhibition, usual class: inhibitors; 330,000 tested, 0.006% active; AID 488837, 2010; also: potency is read from the fitted curve at half-maximal effect; % is scaled to controls: 0 for no effect and ±100 for the full control effect
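Eya2 (0.2 uM) preincubated 10 min at ambient with compound, then OMFP substrate added at 50 uM; 10 min reaction in 50 mM HEPES pH 7.5, 50 mM NaCl, 5 uM MgCl2, 0.05% BSA, 1 mM DTT. Fluorescence read at Ex 485/Em 525 nm.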
a7 integrin act: qHTS for Activators of Integrin-Mediated Alleviation for Muscular Dystrophy. Potency, µM (doses to about 38.3 µM), inactives show top-dose activation, hits mostly activators. 350,000 tested, 0.064% active. AID 624291, 2012. alpha7betagal myoblasts, beta-gal FDG fluorescence, 48 h;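 also: potency is read from the fitted curve at half-maximal effect; 100% = response of the positive control SU9516; nearly all actives have a fitted effect of over 60% in size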
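alpha7betagal+/- myoblasts (passage 13, 250/well) treated 48 h at 37C with compounds at 1:260 dilution of DMSO stock. Lysed, then beta-galactosidase activity read as FDG fluorescence (ex 480/em 540) after 30 min, with pre-read for autofluorescence.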
AT treatment: qHTS Assay for Identifying a Potential Treatment of Ataxia-Telangiectasia; Potency, µM (doses to about 57.5 µM), inactives show top-dose activation, actives largely listed as activators; AID 485349, 2010; 320,000 tested, 0.19% active; […] A-T fibroblasts, KAP-1 phosphorylation AlphaLISA; neocarzinostatin DNA damage 30 min before lysis; also: potency is read from the fitted curve at half-maximal effect; % of control where 0% means no effect; nearly all actives have a fitted effect of over 45% in size
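ATM-like activity read as KAP-1 phosphorylation via AlphaLISA donor/acceptor antibody pairs after lysis and 6 hr at 25C. Cells were ATM-null patient fibroblasts ([…], hTERT), dosed 60 min, then exposed to the DSB inducer NCS for 30 min.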
TCR act: Activators of T cell receptors: qHTS campaign; primary human leukocytes, anti-CD3, IL-2 HTRF, 48 h; Potency, µM (titrated, usually from 9.22 µM), inactives show at the top dose activation of IL-2 secretion, usual class: activators; 330,000 tested, under 10 active; also: % of control where 0% means no effect
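Readout: HTRF IL-2, Eu-cryptate/d2 antibody pair, 320nm excitation, 665nm emission. Stimulus: a-CD3 beads, no co-stimulation. Cells: primary human leukocytes. Exposure: 48 hr with compound.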
ELG1 DNA repair: qHTS screen for small molecules that inhibit ELG1-dependent DNA repair in human embryonic kidney (HEK293T) cells expressing luciferase-tagged ELG1. 330,000 tested, 2.3% active. Potency, µM (series often up to 46.1 µM), inactives show at the top dose activity change, negative = inhibition, actives largely listed as inhibitors. HEK293T ELG1-luciferase reporter, luminescence, 16 h; DNA damage induced by 5-fluorouridine. AID 504467, 2011; also: potency is read from the fitted curve at half-maximal effect; % is scaled to controls: 0 for no effect and ±100 for the full control effect; nearly all actives have a fitted effect of over 55% in size
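DMSO vehicle served as the neutral condition. Each well held 2,000 cells given 5-fluorouridine plus compound; after 16 hr at 37 °C/5% CO2, ONE-Glo was added and luciferase measured 30 min later.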
Active calls of the source: *; ? = inconclusive; . = not tested or not shown; [ ] = remark or other dose. Unless noted, calls follow the shape of the dose curve; as a rule, active = well fitted curve in the direction sought with a large enough effect; inconclusive = small, poorly fitted or top-dose-only effect, or another doubt; inactive = no such curve, though single readings can be large; an effect the other way counts as inactive or inconclusive.

SMILES	Chronic BCR inh	PTAP TSG101 blk	Tb PFK inh	Mito fusion yeast	S-ASM inh	TSHR antag	Eya2 inh	a7 integrin act	AT treatment	TCR act	ELG1 DNA repair
O=C(NNS(=O)(=O)c1ccc(F)cc1F)c1csc(-c2cccnc2)n1	-14%	-5%	-17%	-1%	5%	26	-20%	25%	8%	-8%	-2%
COc1ccc(-n2nc(C(=O)N3CCN(c4ccc(F)cc4)CC3)c3ccccc3c2=O)c(OC)c1	7%	-9%	5%	21%	-5%	0	5%	15%	.	1%	9.2µM*
O=C(Nc1nc2ccc(F)cc2s1)C1CC(=O)N(c2ccc3c(c2)OCCO3)C1 (centres undefined)	21%	0%	-2%	2%	-14%	-8	-11%	3%	1%	-3%	?
COC(=O)c1ccc(C2C(C(=O)OC(C)C)=C(C)N=C3SCCC(=O)N32)cc1 (centres undefined)	-1%	.	0%	4%	.	4	18%	.	-1%	.	0%
O=C(Cc1coc2cc3c(cc12)CCC3)OCC(=O)N1CCCC1=O	-1%	-2%	4%	1%	1%	0	11%	-15%	0%	-2%	-6%
O=C(CSc1nnc(-c2cccnc2)n1Cc1ccco1)c1ccc(Br)cc1	-1%	-5%	-3%	1%	-2%	-5	17%	-23%	13%	2%	-12%
CCN(CC)CCNC(=O)Cc1nn(CC)c(=O)c2ccccc12	4%	-3%	0%	-7%	2%	-8	0%	-4%	-2%	.	8%
Cc1cc2cc(CNC(=O)C3CC3)ccc2n1C	?	-3%	-3%	0%	-4%	0	1%	19%	-7%	-4%	0%
CCN(CC)S(=O)(=O)c1cccc(NC2=NCC(C)S2)c1 (centres undefined)	?	-3%	3%	4%	0%	4	9%	-25%	-8%	-3%	2%
CC(C)C(OC(=O)c1cccs1)C(=O)NCc1cccs1 (centres undefined)	3%	-3%	1%	-2%	-2%	-1	-1%	4%	-3%	-5%	-26%
COc1ccc(OCc2cc(C(=O)O)c(C)o2)cc1	?	.	-9%	0%	.	-2	?	.	-3%	.	?
CCCCn1c(=O)c2c(O)cc(=O)oc2c2ccccc21	2%	-1%	5%	-4%	3%	30	10%	31%	-5%	-67%	2%
CCc1cccc(NS(=O)(=O)c2ccc3c(c2)CCC(=O)N3)c1	2%	1%	-4%	0%	1%	-11	2%	8%	2%	.	?
O=C(NCc1cccc(C(F)(F)F)c1)c1ccc2c(c1)OCO2	12%	-6%	-20%	0%	-1%	11	16%	-6%	4%	-1%	5%
O=C(NCc1ccccc1)NC1(C(=O)N2CCN(c3ccccc3)CC2)CCCCC1	4%	0%	1%	3%	3%	-9	6%	1%	5%	-12%	-2%
O=C(Nc1nc2ccccc2s1)c1ccc(N2CCCCC2)c([N+](=O)[O-])c1	?	0%	2%	?	-6%	-13	-9%	-20%	5%	-3%	?
Cc1ccc2oc(=O)n(CC(=O)OC(C)C)c2c1	0%	-1%	4%	-3%	2%	-12	0%	-3%	.	1%[46.1 µM]	11%
COCCNC(=S)N/N=C(\C)c1ccccc1F	?	0%	-3%	-11%	-5%	14	-20%	16%	-8%	1%	5%
CCN(CC)C(=O)[C@H]1C[C@H](CC(=O)NCCC2=CCCCC2)C(=O)N2CCc3c([nH]c4cc(CCC(=O)N(C)C)ccc34)[C@]12C	-4%	-10%	0%	.	3%	-4	6%	0%	2%	1%[46.1 µM]	5%
CN(Cc1ccccc1)C1CCCN(C(=O)c2ccc(Cl)s2)C1 (centres undefined)	1%	0%	1%	-2%	-2%	-4	8%	18%	9%	4%	-5%

Next records follow.
canonical_smiles | Chronic BCR inh | PTAP TSG101 blk | Tb PFK inh | Mito fusion yeast | S-ASM inh | TSHR antag | Eya2 inh | a7 integrin act | AT treatment | TCR act | ELG1 DNA repair
Cc1ccc(C(=O)Nc2cccc(NC(=O)c3ccc(C)c([N+](=O)[O-])c3)n2)cc1[N+](=O)[O-] | ? | -6% | -2% | 1% | -2% | 8 | 13% | -4% | 0% | 6% | ?
CCN(CC)CCCn1c2c(c(SCC(=O)Nc3ccc4c(c3)OCO4)nc1=O)CCC2 | -4% | 2% | 0% | -5% | . | 14 | -23% | 2% | -15% | 6% | 10%
CCOc1ccc2nc(SCC(=O)NCc3ccccc3)[nH]c2c1 | -8% | -1% | -1% | -1% | -3% | -11 | 2% | -3% | 26% | . | 6%
CCn1c(=S)[nH]c2cc(Cl)ccc21 | -10% | 1% | -17% | -4% | -1% | 20 | -12% | 0% | -3% | -1% | ?
Cc1cc(NC(=O)COC(=O)C2CC(=O)N(c3ccc(Br)cc3)C2)no1 (centres undefined) | -1% | -5% | 3% | -4% | -2% | -3 | -4% | 24% | 0% | -16% | 2%
O=C(NCCNC(=O)c1ccccn1)c1ccc(Cl)cc1 | -2% | -4% | 15% | -1% | -2% | -16 | 0% | ? | 9% | 6% | 23%
C=CCOc1ccc(CNn2cn[nH]c2=S)cc1 | -14% | -3% | 1% | -1% | 0% | 26 | -9% | 5% | -11% | -9% | 16%
O=C(NCC(O)CN1CCOCC1)c1ccc([N+](=O)[O-])cc1 (centres undefined) | ? | 1% | 1% | -3% | 4% | 5 | -2% | -12% | 2% | -6% | -6%
COC(OC)c1ccnc(-c2ccc(OC(=O)c3cccs3)cc2)n1 | -4% | 1% | -3% | 4% | -3% | 3 | -6% | -2% | 24% | -3% | ?
COc1ccc(NC(=O)c2cc(OC)c(OC)c(OC)c2)cc1S(=O)(=O)N1CCCCC1 | -23% | 0% | -4% | -3% | -2% | -14 | -18% | -10% | 6% | 2% | -14%

Four successive compounds out of the list so far, quoted:
canonical_smiles | Chronic BCR inh | PTAP TSG101 blk | Tb PFK inh | Mito fusion yeast | S-ASM inh | TSHR antag | Eya2 inh | a7 integrin act | AT treatment | TCR act | ELG1 DNA repair
C=CCOc1ccc(CNn2cn[nH]c2=S)cc1 | -14% | -3% | 1% | -1% | 0% | 26 | -9% | 5% | -11% | -9% | 16%
O=C(NCC(O)CN1CCOCC1)c1ccc([N+](=O)[O-])cc1 (centres undefined) | ? | 1% | 1% | -3% | 4% | 5 | -2% | -12% | 2% | -6% | -6%
COC(OC)c1ccnc(-c2ccc(OC(=O)c3cccs3)cc2)n1 | -4% | 1% | -3% | 4% | -3% | 3 | -6% | -2% | 24% | -3% | ?
COc1ccc(NC(=O)c2cc(OC)c(OC)c(OC)c2)cc1S(=O)(=O)N1CCCCC1 | -23% | 0% | -4% | -3% | -2% | -14 | -18% | -10% | 6% | 2% | -14%
